High-throughput results deposited in PubChem by Sanford-Burnham Center for Chemical Genomics.
MT1-MMP act inh – MT1-MMP (human) activation inhibition; HT1080 RFP-PRO-GFP cells, GFP/RFP ratio fluorescence, overnight; percent of plate control window, DMSO zero; GFP/RFP ratio change, % at 20 µM; 360,000 tested, 0.061% active; AID 651647;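 active = GFP/RFP ratio change of at least 30% with cell ATP level not reduced by more than half and red fluorescence within 50% of control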; note: strong numbers were not always called active
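Material: RFP-PRO-GFP reporter HT1080 cells. Dosing: single-point 20 µM compound, 1% DMSO. Controls: DMSO and RFP-L50D-GFP cell wells. Timing: cells overnight before dosing, compound overnight, 37 °C, 5% CO2. Measure: GFP/RFP fluorescence ratio.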
SUMO1 PPI mod – SUMO1-SIM interaction modulation; SUMO1 binding to a labelled peptide, TR-FRET, 1 h; inhibition, % at 20 µM; 360,000 tested, 0.33% active; AID 602429; in the data active = inhibition above about 37%
DNMT1 block – DNMT1 (human) enzyme inhibition; 360,000 tested, 0.83% active; P26358; DNMT1 molecular beacon, Hinp1I cleavage, fluorescence; inhibition (reported as % activation of signal), % at 10 µM; in the data active = inhibition above about 50%
Target sequence (P26358 504-1616 limits assumed): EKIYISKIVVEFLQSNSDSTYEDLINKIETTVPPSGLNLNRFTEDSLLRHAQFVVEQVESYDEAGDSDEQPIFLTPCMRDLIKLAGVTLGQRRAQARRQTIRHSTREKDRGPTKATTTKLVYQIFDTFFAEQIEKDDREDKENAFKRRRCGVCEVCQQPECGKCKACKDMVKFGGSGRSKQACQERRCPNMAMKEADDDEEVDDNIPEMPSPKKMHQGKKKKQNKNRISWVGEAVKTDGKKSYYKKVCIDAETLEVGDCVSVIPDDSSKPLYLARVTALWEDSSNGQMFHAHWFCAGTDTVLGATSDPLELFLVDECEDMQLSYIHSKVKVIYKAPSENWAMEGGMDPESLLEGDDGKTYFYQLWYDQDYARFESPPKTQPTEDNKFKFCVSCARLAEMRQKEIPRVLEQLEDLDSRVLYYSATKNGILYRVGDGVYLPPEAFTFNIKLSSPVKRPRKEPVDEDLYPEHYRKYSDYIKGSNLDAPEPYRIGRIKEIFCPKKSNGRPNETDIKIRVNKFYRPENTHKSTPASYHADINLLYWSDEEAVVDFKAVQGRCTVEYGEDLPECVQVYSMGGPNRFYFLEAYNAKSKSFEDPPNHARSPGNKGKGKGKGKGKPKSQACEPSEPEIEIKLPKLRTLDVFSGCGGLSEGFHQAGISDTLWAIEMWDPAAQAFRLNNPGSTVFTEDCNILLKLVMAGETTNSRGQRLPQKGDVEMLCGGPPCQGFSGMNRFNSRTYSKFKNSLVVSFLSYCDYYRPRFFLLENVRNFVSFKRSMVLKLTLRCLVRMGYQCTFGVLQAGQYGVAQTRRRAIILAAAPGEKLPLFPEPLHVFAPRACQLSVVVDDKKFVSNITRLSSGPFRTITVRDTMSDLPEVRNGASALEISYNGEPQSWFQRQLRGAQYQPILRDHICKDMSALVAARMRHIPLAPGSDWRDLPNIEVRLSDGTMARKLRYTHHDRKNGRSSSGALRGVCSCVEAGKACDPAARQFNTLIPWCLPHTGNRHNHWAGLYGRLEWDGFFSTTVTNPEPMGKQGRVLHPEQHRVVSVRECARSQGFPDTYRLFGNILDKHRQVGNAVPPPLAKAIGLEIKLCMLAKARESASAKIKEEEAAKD
Scp-1 inhibitor – Scp-1 (human) phosphatase inhibition; 340,000 tested, 0.88% active; Recombinant Scp1, phosphopeptide, malachite green phosphate absorbance; AID 493091; inhibition, % at 20 µM;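 active = inhibition above about 50% at 20 µM, limit read from the data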;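 note: plate controls were DMSO wells with enzyme for no effect and wells lacking enzyme for full effect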
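Incubation: 45 min enzyme reaction at room temperature / System: truncated SCP-1 phosphatase (76-261aa) / Reagent: Phospho 17-mer peptide substrate / Buffer or medium: Acidic Tris acetate buffer with magnesium and detergent / Signal: absorbance at 630 nm / Doses: one concentration, 20 µM, with 1.0% DMSO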
SKN-1 inh – blocks SKN-1 activity in C. elegans. C. elegans VP596 Pgst-4::GFP/RFP ratio, acrylamide-induced, 24 h. inhibition, % at 21.8 µM. 360,000 tested, 0.49% active. AID 624304;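 active = interference check ratio from 0.5 to 1.5 plus GFP to RFP signal ratio inhibition reaching or exceeding a fixed threshold, cut at about 30% in these data, passing the limit was not always enough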; note: some compounds called inactive have numbers as strong as hits
NadD inh – inhibitors of Staphylococcus aureus NadD. 360,000 tested, 0.78% active. purified NadD enzyme, colorimetric absorbance read-out. inhibition, % at 20 µM; in the data active = inhibition above about 26%; note: some compounds past the cut are filed as inactive
Rpn11 block – blocks the human proteasome subunit Rpn11; O00487; human 26S proteasome, Ub4-pepOG fluorescence polarization; 20S core pre-blocked with epoxomicin; calls only at 20 µM; 360,000 tested, 0.59% active;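 active = inhibition at 20 µM, scaled to each plate's controls, above about 33%, limit read from the data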
CendR NRP1 mod – modulators of CendR peptide binding to human neuropilin-1 | FAM-RPARPAR peptide binding to NRP-1, fluorescence polarization | 360,000 tested, 0.85% active | O14786 | inhibition, % at 25 µM;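 active = inhibition or corrected inhibition above about 18%, plus a signal ratio from 0.5 to 1.5, limit read from the data, passing the limit was not always enough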; note: strong numbers were not always called active
STEP block – blocks human striatal-enriched tyrosine phosphatase; P54829; recombinant STEP, OMFP fluorogenic substrate, fluorescence; inhibition, % at 20 µM; 360,000 tested, 0.25% active; AID 588621;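 active = inhibition at 20 µM, scaled per plate between control wells, above about 37%, limit read from the data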;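 note: 0% = DMSO with enzyme and substrate and 100% = substrate only without enzyme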
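Test system: STEP tyrosine phosphatase / Reagent: OMFP at 25 µM / Doses: 20 µM, 1% DMSO / Read-out: percent inhibition scaled to no-enzyme and uninhibited-enzyme controls, plate-pattern corrected / Detection: FITC-channel fluorescence of OMFP product / Medium: Bis-Tris buffer pH 6.0, 2.5 mM DTT, 0.005% Tween 20 / Schedule: 20 min at room temperature, dark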
LMPTP inh – blocks human LMPTP phosphatase | P24666 | recombinant LMPTP-A, OMFP fluorogenic substrate, fluorescence intensity | inhibition, % at 20 µM | 360,000 tested, 0.22% active | AID 651560;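 active = compounds that cut the enzyme signal by at least half of the control window in the single-dose screen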;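 note: plate controls were DMSO wells with enzyme plus substrate for no effect and substrate without enzyme for full effect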
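Test system – LMPTP-A phosphatase enzyme · Quantity – 0.625 nM LMPTP-A final · Reagent – OMFP substrate, 400 µM final · Dosing – one test concentration per compound, 20 µM, with 3% DMSO overall · Timing – 50 min enzyme reaction at room temperature, protected from light · Detection – fluorescence intensity · Controls – substrate-only low control, DMSO enzyme-plus-substrate high control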
* hit, by the source's call; i = inactive; x = no result given; & = joins results of further samples.

SMILES | MT1-MMP act inh | SUMO1 PPI mod | DNMT1 block | Scp-1 inhibitor | SKN-1 inh | NadD inh | Rpn11 block | CendR NRP1 mod | STEP block | LMPTP inh
O=C1CCN(C(=O)Nc2ccccc2)N1 | -2 | -3 | -5 | -15 | -21 | -7 | i | -6 | 0 | -1.7
Cc1ccc(-n2ncc3c2CCCC3NC(=O)CCN2CCCC2=O)cc1C (stereo not drawn) | 3 | 2 | 3 | -5 | 7 | 1 | i | -6 | 2 | -0.7
Cc1cc(-c2ccccc2)nc(Nc2nc3c(C)cccc3c(=O)[nH]2)n1 | -4 | 53* | 48 | -8 | 12 | 0 | i | 1 | 0 | 7.2
COc1ccc(NC(=O)NCCN2CCN(c3cc(OC)ccc3OC)CC2)cc1 | 2 | -1 | 1 | -7 | 17 | -9 | i | 2 | 4 | -0.8
CCOC(=O)c1ccc(NC(=O)CSc2nnc(C)n2-c2ccccc2)cc1 | -4 | 1 | -2 | -8 | -8 | 0 | i | 1 | 2 | 0.7
COCCCNC(=O)C[C@@H]1C[C@@]2(C(=O)OC)CCCCC=C2N(Cc2cccc3ccccc23)C1=O | -5 | -1 | x | x | 5 | 2 | x | 5 | x | -2.5
Nc1nnn(CC(=O)N/N=C/c2ccco2)n1 | -1 | -8 | -6 | -19 | -14 | -2 | i | -10 | -2 | -0.6
Cc1ccc(-n2ncc3c(=O)n(CC(=O)NCC4CCCO4)cnc32)cc1 (stereo not drawn) | -6 | 2 | -3 | 1 | -3 | 8 | i | -26 | -2 | 0.0
CCN(CC)C(=O)Oc1ccc(OC(=O)N(CC)CC)cc1 | 1 | 2 | 1 | 7 | -12 | 1 | i | -6 | 1 | 1.5
C#CCn1c(O)c(N=NC(=O)CNC(=O)c2cccnc2)c2ccccc21 | -3 | -37 | 3 | -5 | -2 | -2 | i | 17 | -2 | -0.2
CCN(CC)S(=O)(=O)c1ccc(NN)nc1 | 2 | -2 | 0 | -5 | 4 | 6 | i | 11 | 0 | 0.6
CN(Cc1nc(-c2ccncc2)no1)S(=O)(=O)c1ccc(Br)cc1 | -3 | 0 | 1 | -10 | 4 | -5 | i | -2 | -1 | -1.2
CCN(CC)C(=O)C1CCCN(Cc2ccc(OC)c(C)c2C)C1 (stereo not drawn) | 1 | 0 | -4 | -6 | -3 | 0 | i | 4 | -2 | -1.3
Cc1cc(C)c(S(=O)(=O)c2ccccc2)c(OC(=O)c2c(Cl)cc(Cl)cc2Cl)n1 | 5 | 42* | -7 | -12 | 6 | 8 | i | 5 | 2 | 3.0
CCOC(=O)N1CCC(N2C(=O)c3cc(C(=O)NC4CCCCC4)ccc3C2O)CC1 (stereo not drawn) | -1 | -5 | 1 | -9 | 8 | -1 | i | 6 | 1 | 0.0
CNCc1ccccc1OCc1ccccc1F | 5 | -1 | 4 | -5 | -2 | -3 | i | 9 | -3 | -0.9
Cn1nnnc1SCC(=O)Nc1nn(-c2ccccc2)nc1C(N)=O | -2 | 1 | -2 | -1 | -15 | -4 | i | 1 | -3 | -0.9
O=C(Nc1ccc2nc(-c3ccc(Br)o3)[nH]c2c1)c1cccs1 | 5 | 19 | -11 | 0 | 5 | 5 | i | -10 | 13 | 3.2
COc1cccc(CN2CCCN(S(=O)(=O)c3ccc(Br)cc3)CC2)c1 | 7 | -1 | -3 | 2 | -4 | -10 | i | 2 | 0 | -3.4
O=C(OCc1ccccc1)N(CCF)c1cn(Cc2ccccc2)c(=O)n(Cc2ccccc2)c1=O | 0 | 4 | -4 | -10 | 3 | -7 | i | -2 | 3 | 2.7
CCCCOCCCNC(=O)N[C@@H](CC(C)C)C(=O)O | 1 | 0 | 7 | -6 | 10 | 1 | i | -14 | 1 | -1.9
CCOC(=O)CC(=O)CSc1nc(C)cc(C)c1C#N | 2 | 0 | -1 | 0 | 3 | -2 | i | -1 | -4 | -0.6
COc1ccc(/C=C/C(=O)OCC(=O)Nc2cccc(C(C)=O)c2)cc1 | 2 | -9 | -5 | -13 | -9 | -15 | i | -10 | -2 | 1.2
CCn1c(CSc2nc3ccccc3s2)nnc1SCC(=O)NCC(=O)OC | -1 | 2 | -1 | 5 | 6 | 1 | i | 8 | -3 | -1.6
Cc1c(-n2c(SC(C)C(=O)NC(N)=O)nc3ccccc3c2=O)c(=O)n(-c2ccccc2)n1C (stereo not drawn) | 1 | -1 | 2 | -4 | -5 | -3 | i | 4 | -2 | 0.3
CCNc1nc2nc3ccc(C)cn3c(=O)c2cc1C(=O)NCC1CCCO1 (stereo not drawn) | 1 | -23 | 12 | 2 | -10 | -9 | i | -1 | 3 | 0.4
Cc1ccc(-n2c(N)c(C(N)=O)sc2=S)cc1 | 1 | -21 | -4 | 4 | -10 | 3 | i | 2 | 3 | 0.9
Cc1ccc(S(=O)(=O)Nc2cc(C(F)(F)F)ccc2N2CCOCC2)cc1 | -5 | -2 | -5 | 0 | 4 | -4 | i | 5 | 1 | 2.9
COc1ccc(CNCCC(c2ccccc2)c2ccc3c(c2)OCO3)cc1 (stereo not drawn) | -9 | -2 | 0 | 20 | 15 | 5 | i | -6 | 5 | 0.6
COc1ccc(C(=O)NCc2nnc(SCC(=O)NCc3ccco3)o2)cc1OC | 1 | 2 | -1 | 0 | 4 | -4 | i | 7 | 2 | -0.4

In another format: entries from further up.
Each structure is followed by: MT1-MMP act inh	SUMO1 PPI mod	DNMT1 block	Scp-1 inhibitor	SKN-1 inh	NadD inh	Rpn11 block	CendR NRP1 mod	STEP block	LMPTP inh
- CCOC(=O)CC(=O)CSc1nc(C)cc(C)c1C#N
  2	0	-1	0	3	-2	i	-1	-4	-0.6
- COc1ccc(/C=C/C(=O)OCC(=O)Nc2cccc(C(C)=O)c2)cc1
  2	-9	-5	-13	-9	-15	i	-10	-2	1.2
- CCn1c(CSc2nc3ccccc3s2)nnc1SCC(=O)NCC(=O)OC
  -1	2	-1	5	6	1	i	8	-3	-1.6
- Cc1c(-n2c(SC(C)C(=O)NC(N)=O)nc3ccccc3c2=O)c(=O)n(-c2ccccc2)n1C (stereo not drawn)
  1	-1	2	-4	-5	-3	i	4	-2	0.3
- CCNc1nc2nc3ccc(C)cn3c(=O)c2cc1C(=O)NCC1CCCO1 (stereo not drawn)
  1	-23	12	2	-10	-9	i	-1	3	0.4
- Cc1ccc(-n2c(N)c(C(N)=O)sc2=S)cc1
  1	-21	-4	4	-10	3	i	2	3	0.9
- Cc1ccc(S(=O)(=O)Nc2cc(C(F)(F)F)ccc2N2CCOCC2)cc1
  -5	-2	-5	0	4	-4	i	5	1	2.9
- COc1ccc(CNCCC(c2ccccc2)c2ccc3c(c2)OCO3)cc1 (stereo not drawn)
  -9	-2	0	20	15	5	i	-6	5	0.6
- COc1ccc(C(=O)NCc2nnc(SCC(=O)NCc3ccco3)o2)cc1OC
  1	2	-1	0	4	-4	i	7	2	-0.4

(listing goes on)
SMILES | MT1-MMP act inh | SUMO1 PPI mod | DNMT1 block | Scp-1 inhibitor | SKN-1 inh | NadD inh | Rpn11 block | CendR NRP1 mod | STEP block | LMPTP inh
CC1CCN(C(=O)CCC(=O)Nc2nnc(C(F)(F)F)s2)CC1 | -2 | 6 | -3 | 0 | 2 | 7 | i | -4 | 0 | -1.2
CC(=O)c1ccc(Nc2nc(-c3cccnc3)cs2)cc1 | -2 | 6 | 5 | -2 | 7 | -5 | i | 11 | 3 | -0.5
O=C(NCc1ccccc1)c1n[nH]nc1-c1ccccc1O | 17 | 3 | -2 | -4 | -31 | -2 | i | -6 | -2 | 0.1
O=C(COC(=O)c1nc(Cl)ccc1Cl)c1ccc[nH]1 | -1 | 5 | 0 | 3 | 21 | 5 | i | -11 | 3 | 1.7
COc1ccc(C(=O)N2CCCC(Nc3ccc(F)c(F)c3)C2)c(OC)n1 (stereo not drawn) | -2 | 0 | 0 | -11 | 13 | -3 | i | 13 | 2 | -0.1
Cn1c(=O)c(C(=O)NNC(=O)c2ccccc2Cl)c(O)c2ccccc21 | 7 | 6 | 1 | -12 | 3 | 5 | i | 0 | 2 | 1.8
COC1=C(Nc2ccccc2)C(=O)c2ccccc2C1=O | 16 | -27 | -11 | -13 | 22 | -1 | i | 8 | 7 | 3.6
CC1=C(C(=O)N2CCCCCC2)CC(CC(=O)NC2CCCCC2)C(=O)N1CCC1=CCCCC1 (stereo not drawn) | 5 | 6 | x | x | -13 | -1 | x | 12 | x | -0.5
O=C(Nc1nnc(S(=O)(=O)N2CCOCC2)s1)c1ccccc1Br | 2 | 13 | 12 | -1 | 2 | -4 | i | -12 | 0 | -2.1
COC(=O)C1=C(C)NC(C)=C(C(=O)OC)C1C(=O)OC1CCCCC1=O (stereo not drawn) | 4&3 | -7&0 | -3&5 | -7&-7 | -2&-13 | -3&5 | i | 7&14 | -2&1 | -1.0&-0.3
CCCC12CN3CC(C)(CN(C1)C3c1ccc3c(c1)OCO3)C2=O (stereo not drawn) | 7 | 2 | -1 | 3 | 10 | -1 | i | 6 | 2 | -2.0
O=[N+]([O-])c1ccccc1-c1cc(-c2ccccc2O)n[nH]1 | 5 | -15 | -8 | 0 | -5 | -2 | i | 0 | -4 | 0.1
O=c1cc(-c2ccccc2)nc2nc(COc3ccccc3)[nH]n12 | 0 | 6 | 15 | -2 | 6 | 3 | i | -12 | -2 | -1.0
C=CCN1C(=O)C(CC(=O)Nc2ccccc2F)S/C1=N\c1nccs1 (stereo not drawn) | -1 | -3 | 0 | -8 | -6 | -10 | i | -7 | -4 | -0.5
COc1ccc(S(=O)(=O)Nc2ccc(S(=O)(=O)N3CCCC3)cc2)cc1 | 2 | 2 | 0 | -5 | 1 | 0 | i | -10 | 1 | 0.0
Cc1ccc(S(=O)(=O)CC(=O)N2CC(C)OC(C)C2)cc1 (stereo not drawn) | -3 | 2 | 0 | -5 | 6 | -10 | i | 0 | 0 | -0.2
CC1CCCC(NC(=O)c2cccc(S(=O)(=O)NCc3ccccc3)c2)C1C (stereo not drawn) | 2 | -1 | 6 | -9 | -14 | -5 | i | 13 | 1 | 1.0
